SR-BI uptake up = activators of SR-BI mediated HDL lipid uptake | activation, % at 12.5 µM | hit rate 0.096% among 320,000 | AID 504775 | CHO ldlA[mSR-BI] cells, DiI-HDL uptake fluorescence, 3 h; 100 = double the neutral-control signal;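 active means mean replicate activation of at least 60% and every replicate at or above 60%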;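 further: 0% = median plate neutral-control signal and 100% = twice that signal; values of inactives mirror those of a sister screen read the other way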
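Material: SR-BI-overexpressing, LDLR-lacking CHO cells; schedule: compound exposure 3 h, 37 °C; reagent: DiI-labelled HDL at 10 µg/mL final; technique: bottom-read fluorescence, 550/595 nm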
HTR5A ag = activates human HTR5A in OPRM1-OPRD1 agonist counter-screen; activation, % at 9.3 µM; HTR5A agonist assay, luminescence, cell-based; hit rate 0.61% among 340,000; in the data active means activation mostly above about 9.5%, no sharp cut-off; inactive means mostly below about 7.6%;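 further: 0% = cells with vehicle only and 100% = reference agonist; strong numbers were not always called active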
SR-BI DiI inh = mouse SR-BI HDL lipid transfer inhibition | ldlA[mSR-BI] CHO cells, DiI-HDL uptake fluorescence, 3 h | AID 488896 | inhibition, % at 12.5 µM | hit rate 0.96% among 320,000;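 active means mean replicate inhibition of at least 70% and a set share of replicates each scoring 70 or more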;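 further: 0% = median of neutral control wells and 100% = median of positive control wells; values of inactives mirror those of a sister screen read the other way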
Target sequence (Q61009 whole entry, looked up): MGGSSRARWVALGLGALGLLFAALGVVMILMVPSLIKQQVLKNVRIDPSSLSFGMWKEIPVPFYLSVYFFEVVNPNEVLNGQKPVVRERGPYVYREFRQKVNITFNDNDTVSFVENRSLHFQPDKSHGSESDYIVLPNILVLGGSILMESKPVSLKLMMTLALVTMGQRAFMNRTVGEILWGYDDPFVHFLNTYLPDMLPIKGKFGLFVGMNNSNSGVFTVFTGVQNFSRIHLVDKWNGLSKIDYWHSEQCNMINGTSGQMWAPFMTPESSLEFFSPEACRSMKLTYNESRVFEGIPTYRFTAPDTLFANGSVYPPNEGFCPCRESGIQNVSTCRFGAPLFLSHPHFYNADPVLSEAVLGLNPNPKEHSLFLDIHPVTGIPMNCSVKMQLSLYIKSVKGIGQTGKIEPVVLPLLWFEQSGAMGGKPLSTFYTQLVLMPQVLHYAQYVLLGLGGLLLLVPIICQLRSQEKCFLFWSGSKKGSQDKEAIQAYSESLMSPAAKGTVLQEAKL
CDK5 inh = blocks human CDK5/p35 kinase activity; AID 488839; hit rate 0.01% among 330,000; inhibition, % at 10 µM; Recombinant CDK5/p35, ADP-Glo luminescence, 60 min;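 active means highest replicate inhibition of at least 50% and at least 75% of replicates reaching 50%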;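 further: plate controls were DMSO neutral control for no effect and GW8510 at 10 µM for full effect; many of its hits are not listed in these tables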
Wnt bcat act = Wnt/beta-catenin pathway activation; Wnt/beta-catenin reporter cell assay, activator, plate reader; activation, % at 9.35 µM; hit rate 1.2% among 300,000; in the data active means activation above about 30%, passing the limit was not always enough;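 further: 0% = neutral control wells and 100% = positive control wells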
PvdQ inh = P. aeruginosa PvdQ acylase inhibition; purified PvdQ acylase, fluorescence plate reader; inhibition, % at 10 µM; hit rate 0.063% among 340,000; in the data active means inhibition above about 30%, passing the limit was not always enough;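 further: 0% = vehicle neutral wells and 100% = reference inhibitor wells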
RTF Ca sens act = cardiac RTF calcium sensitization. P19429+P45379. IANBD-labeled TnC RTF fluorescence at EC20 calcium; 0% EC20 calcium, 100% full calcium. activation, % at 7.2 µM. hit rate 0.24% among 340,000. AID 493008;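 active means activation above the mean over all tested compounds plus 3 SD, cut at about 30% in these data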;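 further: rise in fluorescence read as greater calcium sensitivity of cardiac thin filaments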
MITF act = increases MITF-driven TRPM1 promoter luciferase signal. SK-MEL-5 TRPM1-promoter luciferase, 24 h; % of positive control, neutral wells = 0. activation, % at 12.5 µM. hit rate 0.75% among 300,000. AID 588334;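 active means mean activation of at least 80% with every replicate also reaching 80%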;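 further: 0% = neutral control wells and 100% = parthenolide positive control wells; values of inactives mirror those of a sister screen read the other way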
Rtt109 HAT inh = inhibitors of Candida albicans Rtt109/Vps75 histone acetyltransferase; Q5AAJ8; purified Rtt109/Vps75, ThioGlo CoA-SH fluorescence, 4 h; inhibition, % at 34.9 µM; hit rate 0.16% among 330,000; AID 540336;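 active means inhibition of at least 50% in every replicate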
dFosB act = enhances mouse delta FosB homodimer DNA binding; AID 493131; P13346; activation, % at 25 µM; purified delta FosB, TAMRA-CDK5 oligo fluorescence polarization; percent of positive-control signal above neutral wells; hit rate 0.99% among 340,000;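 active means mean activation above about 17%, with every replicate also reaching it, limit read from the data, passing the limit was not always enough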;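 further: fluorescence polarization rise as delta FosB binds a TAMRA Cdk5 AP-1 oligo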
Target sequence (P13346 whole entry, looked up): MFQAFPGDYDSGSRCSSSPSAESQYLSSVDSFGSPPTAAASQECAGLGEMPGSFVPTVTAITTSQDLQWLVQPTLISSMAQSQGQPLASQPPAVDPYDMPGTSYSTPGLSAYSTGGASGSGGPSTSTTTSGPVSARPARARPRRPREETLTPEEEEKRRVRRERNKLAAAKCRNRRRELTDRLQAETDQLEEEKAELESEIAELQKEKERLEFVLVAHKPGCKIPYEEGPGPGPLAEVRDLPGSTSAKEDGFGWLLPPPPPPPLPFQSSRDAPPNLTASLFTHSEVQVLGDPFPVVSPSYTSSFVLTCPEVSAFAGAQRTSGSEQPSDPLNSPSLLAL
* = called active by the depositor; / = no result given.

SMILES	SR-BI uptake up	HTR5A ag	SR-BI DiI inh	CDK5 inh	Wnt bcat act	PvdQ inh	RTF Ca sens act	MITF act	Rtt109 HAT inh	dFosB act
Cc1ccccc1OCC(=O)OC(C(=O)c1ccccc1)c1ccccc1 (configuration not stated)	10	-5	-10	-0.2	-1	-11	-6	-5	-4	5
CCC(c1nnnn1CCc1ccccc1)N(Cc1ccco1)Cc1cc2cc(C)cc(C)c2[nH]c1=O (configuration not stated)	-11	6	11	0.1	/	-13	-1	-4	-5	-13
CC(=O)Nc1ccc(S(=O)(=O)N2CCC(C(=O)O)(c3ccccc3)CC2)cc1	26	6	-26	-0.2	1	-12	-5	-1	1	-4
COc1ccc(C2CC(=O)c3cnc(NC(=O)c4ccccc4)nc3C2)cc1OC (configuration not stated)	-12	7	12	0.4	0	-10	3	-3	-3	-19
Cc1ccc(S(=O)(=O)N(C)C[C@@H]2Oc3ccc(NC(=O)Cn4cnnn4)cc3C(=O)N([C@@H](C)CO)C[C@H]2C)cc1	1	-2	-1	-0.6	-1	-11	2	-12	1	-10
COc1ccc(N2CCN(CCNC(=O)c3ccc4c(c3)[nH]c(=S)n3c5ccccc5nc43)CC2)cc1	-17	-1	17	-0.3	-6	-12	5	-14	3	-9
O=C(Nc1ccccc1Cl)c1cnccn1	4	3	-4	1.0	/	-10	-4	10	-4	0
COc1ccc(/C=C\C(=O)NCC(=O)N/N=C/c2cccc(OC)c2O)cc1	11	-4	-11	3.1	-1	-12	-5	-17	19	47*
Cc1cc(N/N=C\c2ccc(Br)cc2)nc(-n2nc(C)cc2C)n1	-65	2	65	3.6	0	9	2	/	3	-13
CSc1cccc(NC(=O)CSc2ncccc2C(=O)Oc2cccc([N+](=O)[O-])c2)c1	-17	1	17	0.8	3	17	4	11	2	4
COc1cccc(N2C(=O)Nc3ccc(Br)cc3C2(O)C(=O)NCCCN(C)C)c1 (configuration not stated)	-2	1	2	-1.2	1	-21	-4	17	-11	0
CC1=CC=CC2=NC(=O)CC(C)(C(=O)N(CC(=O)NC(C)C)C3CCCC3)N12 (configuration not stated)	-3	4	3	0.2	0	-6	1	13	10	5

Shown with values under each structure: part of the list above
Order of values: SR-BI uptake up, HTR5A ag, SR-BI DiI inh, CDK5 inh, Wnt bcat act, PvdQ inh, RTF Ca sens act, MITF act, Rtt109 HAT inh, dFosB act
> COc1ccc(N2CCN(CCNC(=O)c3ccc4c(c3)[nH]c(=S)n3c5ccccc5nc43)CC2)cc1
→ -17, -1, 17, -0.3, -6, -12, 5, -14, 3, -9
> O=C(Nc1ccccc1Cl)c1cnccn1
→ 4, 3, -4, 1.0, /, -10, -4, 10, -4, 0
> COc1ccc(/C=C\C(=O)NCC(=O)N/N=C/c2cccc(OC)c2O)cc1
→ 11, -4, -11, 3.1, -1, -12, -5, -17, 19, 47*
> Cc1cc(N/N=C\c2ccc(Br)cc2)nc(-n2nc(C)cc2C)n1
→ -65, 2, 65, 3.6, 0, 9, 2, /, 3, -13
> CSc1cccc(NC(=O)CSc2ncccc2C(=O)Oc2cccc([N+](=O)[O-])c2)c1
→ -17, 1, 17, 0.8, 3, 17, 4, 11, 2, 4
> COc1cccc(N2C(=O)Nc3ccc(Br)cc3C2(O)C(=O)NCCCN(C)C)c1 (configuration not stated)
→ -2, 1, 2, -1.2, 1, -21, -4, 17, -11, 0

Additional results
SMILES	SR-BI uptake up	HTR5A ag	SR-BI DiI inh	CDK5 inh	Wnt bcat act	PvdQ inh	RTF Ca sens act	MITF act	Rtt109 HAT inh	dFosB act
NC(N)=Nc1nc(-c2ccccc2)c2cc(Cl)ccc2n1	-6	-1	6	0.9	-1	1	-2	/	-4	-29
OCC1(CC2CCCCO2)CCN(Cc2ccccc2-c2ccco2)CC1 (configuration not stated)	3	-1	-3	1.1	0	10	0	-21	3	-2
Cc1ccc(S(=O)(=O)NCc2csc(-c3cccs3)n2)cc1	9	2	-9	-0.4	1	-17	7	4	-4	-11
Cc1ccc(SCCNC(=O)/C=C/c2ccc([N+](=O)[O-])cc2)cc1	1	-2	-1	3.6	3	-7	4	-1	4	-5
COc1ccc2[nH]cc(CCNC(=O)CS(=O)(=O)Cc3ccccc3)c2c1	/	-2	/	-1.9	0	-15	3	1	-6	-5
Cc1ccc2nc(SCC(=O)Nc3nonc3N)[nH]c2c1	8	3	-8	2.0	7	-10	-3	4	1	1
C=CCn1c(=O)c2c(nc3n2CCN3c2cccc(Cl)c2C)n(C)c1=O	5	/	-5	1.0	-10	5	0	3	1	-1
CCOC(=O)N1CCN(C(=O)C2CCCN(S(=O)(=O)c3ccc(F)cc3)C2)CC1 (configuration not stated)	8	3	-8	-0.8	0	-10	2	14	-13	-11
Cc1ccnc(NS(=O)(=O)c2ccc(NS(=O)(=O)c3ccc([N+](=O)[O-])cc3)cc2)n1	9	-1	-9	0.4	0	2	-4	1	0	-3
Cc1[nH]c2ccccc2c1C(=O)COC(=O)Cn1cnc2ccccc21	1	3	-1	-0.2	-3	1	-4	-3	15	-5
Cc1ccc(NC(=S)NCCCN2CCOCC2)cc1C	-17	6	17	0.0	0	5	-3	-10	-1	7
COCc1cc(C)n(CC(=O)NC(C)c2ccccc2)c(=O)c1C#N (configuration not stated)	17	2	-17	-0.1	-3	0	-8	-1	-3	2
CCCCc1c(C)nc2ccccc2c1SCCC#N	-25	10	25	-0.1	-2	20	-1	15	/	-13
CC(=O)c1c2c3c(c(Br)ccc3n(C)c1=O)C(=O)c1ccccc1-2	12	-3	-12	/	0	-1	-2	10	4	-11
CCCc1cc(C(=O)Nc2cc(C)nn2-c2ccccc2)no1	12	4	-12	-0.4	3	-9	8	/	-19	3
N#Cc1ccc(OCC(=O)N2CCN(c3ccc(C(F)(F)F)cn3)CC2)cc1	-7	19*	7	-5.5	3	-16	-2	16	0	1
CN(C)S(=O)(=O)c1ccc(N2CCCC2)c(C(=O)OCC(=O)NC2CCCCC2)c1	31	0	-31	0.2	-7	0	-6	-3	2	-12
CCC(C)NS(=O)(=O)c1ccc(S(=O)(=O)N2CC=C(c3ccc(F)cc3)CC2)cc1 (configuration not stated)	4	0	-4	-0.4	-4	-8	-6	-6	5	5
COc1ccc(/C=C(/C(=O)Nc2ccccc2C(=O)N2CCCC2)c2ccccc2)cc1	-38	7	38	-1.9	-1	-4	-3	-6	3	-11
CCOC(=O)C1Oc2ccccc2C(c2cccc3ccccc23)=C1C(=O)OC (configuration not stated)	-9	-2	9	2.0	-2	-1	4	-13	5	-10
Cc1ccc(NC(=O)CN(C)C(=O)COC(=O)c2nccnc2N)cc1	11	-1	-11	0.4	-1	-10	-1	4	-20	-5
CC(C)c1ccc(NC(=O)CNS(=O)(=O)c2ccc(F)cc2)cc1	5	5	-5	-1.3	0	-11	1	-4	-2	-10
Nc1c(N(CCC2=CCCCC2)C(=O)c2ccc([N+](=O)[O-])o2)c(=O)[nH]c(=O)n1Cc1ccccc1	-17	8	16	0.7	-1	0	-1	-27	-2	0
CCO[C@H]1OC(C(N)=O)=C[C@@H](c2csc3ccccc23)[C@@H]1CCCO	25	-7	-25	1.9	-1	0	-4	-8	7	4
CCn1cc(C(=O)NCCCN2CCC(C)CC2)c(=O)c2cc(S(=O)(=O)N3CCCC3)ccc21	-3	2	3	-1.9	-6	-11	-2	/	-1	0
Cc1nc(-c2ccccc2O)n(-c2ccccc2)n1	9	5	-9	-1.7	/	-10	1	-11	-5	4
CC(C)(C)c1ccc(OCC(O)CN(CCO)CC(O)Cn2ccc3ccccc32)cc1 (configuration not stated)	-25	5	25	-1.1	-12	-11	0	1	/	-14
Nc1n[nH]c(-c2ccc(Br)cc2)c1Cl	0	8	0	-1.4	-1	-15	4	-8	4	-11
Cc1noc(C)c1S(=O)(=O)N(CC(=O)NCc1ccc2c(c1)OCO2)c1ccc(C(C)C)cc1	1	6	-1	-5.3	-5	-6	3	9	-9	-5
CCOC(=O)c1c(/N=C/c2cccc([N+](=O)[O-])c2O)sc(C)c1C	10	-2	-10	0.7	/	-10	27	-5	4	-10
CC(=O)c1ccc(N2CCN(CC(=O)Nc3ccccc3N3CCOCC3)CC2)cc1	-12	1	12	0.4	-1	-22	10	0	-5	-10
O=C1C(Cl)=C(NCc2cccnc2)C(=O)c2ccccc21	23	7	-23	10.0	12	-13	-1	-97	1	4
COc1cc(OC)c(C(=O)NNC(=S)NC2CCCCC2)cc1OC	1	-6	-1	0.4	-3	-8	-4	2	-13	-8
CCCC(=O)Nc1ccc(-c2nc3cc(C)c(C)cc3o2)c(O)c1	-8	6	8	0.0	/	-21	0	45	2	3
COc1cc(OC)cc(C(=O)N[C@H](C(=O)OCC(=O)Nc2ccc(F)c(F)c2)C(C)C)c1	12	3	-12	1.5	-2	-2	-9	14	14	4
CC(=O)NCC(=O)OCC(=O)c1ccccc1	24	4	-24	0.6	1	-7	1	8	7	-6
CCOc1cc(C(=O)Nc2ccc(N3CCOCC3)cc2)cc(Br)c1OC	/	-3	/	1.2	-5	-1	-1	-21	-3	3
COCCCn1c(=O)c2sccc2n(Cc2cccc(F)c2)c1=O	-15	2	15	0.7	2	-7	0	/	0	2
Brc1ccc(-c2nnc3sc(CN4CCc5ccccc5C4)cn23)cc1	/	2	/	0.2	1	-5	-4	-7	-1	-6
COc1ccc(CCNC(=O)C2CC3Cn4c(nc5ccccc54)C3N2c2ccccc2)cc1 (configuration not stated)	-23	-7	23	1.7	2	-4	-3	-10	9	3
COc1ccc(CCN2C(=O)C3C4C=CC(C4)C3C2=O)cc1OC (configuration not stated)	11	0	-11	0.1	/	-8	3	15	-1	-2
COc1ccc(NC(=O)CS(=O)c2cccc(C(F)(F)F)c2)cc1 (configuration not stated)	15	5	-15	-1.1	1	12	-4	0	6	-10
COc1ccc(Cc2nnc(SCC(=O)N(C)CC(=O)Nc3ccc(C)cc3)o2)cc1	-8	1	8	-0.7	2	-13	-3	-1	0	-9
COC(=O)c1c(C)oc2c1cc(NS(=O)(=O)c1ccc(C(=O)O)cc1)c1ccccc12	-5	1	5	-0.3	0	-6	-3	-15	17	-4
COc1ccc(-c2nc(CS(=O)(=O)CC(=O)Nc3cccc(C(C)=O)c3)c(C)o2)cc1	-67	-3	67	-1.8	-3	-7	-1	-1	0	-12
CN1CCN(CCC2Oc3cc([N+](=O)[O-])ccc3NC2=O)CC1 (configuration not stated)	3	3	-3	-0.3	-1	-9	1	-6	7	-3
O=C(Nc1ccccc1)c1ccc(-c2ccc([N+](=O)[O-])cc2)o1	/	2	/	-0.2	7	0	-8	48	13	1
Cc1ccc(C(=O)Nc2ccc(F)cc2)o1	9	4	-9	-2.6	11	6	9	17	-2	-7
O=C(CCc1nnc2ccc(NCc3ccco3)nn12)Nc1ccc(F)cc1F	-11	1	11	0.7	-1	-14	3	1	-1	-5
O=C(NCc1ccco1)c1cc2n(n1)C(C(F)(F)F)CC(c1ccc(F)cc1)N2 (configuration not stated)	0	-3	0	0.2	/	6	-1	-9	14	-10
CCOC(=O)[C@H]1[C@H]2COc3ccc(Br)cc3[C@@H]2N2C(=O)CN(Cc3ccco3)C(=O)[C@@]12C	-8	-5	4	0.7	-3	-16	-7	9	0	-6

Assay outcomes: PubChem, several laboratories
